GRIN3A LBD mod – binders of NR3A ligand-binding domain, primary screen, biophysical, differential scanning fluorimetry, uHTS; Tm shift relative to glycine control, % at 25 µM; Glutamate receptor ionotropic, NMDA 3A (GRIN3A) ligand-binding domain; AID 1259313, 2017; NR3A LBD differential scanning fluorimetry, Tm shift; 0% = protein alone, 100% = glycine-bound protein; hit rate 2.5% among 340,000;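 active = melting temperature shift of at least 10% of the positive control shift, at one fixed dose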
SENP1 FRET inh – human SENP1 catalytic domain inhibitors, primary screen, biochemical, FRET, uHTS | inhibition, % at 10 µM | hit rate 0.21% among 360,000 | recombinant SENP1 catalytic domain, CyPet-SUMO1-YPet FRET cleavage | Sentrin-specific protease 1 (Homo sapiens), Q9P0U3;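 active = inhibition at least 30% at 10 µM, raw YFP signal under a set limit, fluorescence ratio 0.5 to 1.5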;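 note: 0% = enzyme with DMSO and 100% = no enzyme wells; some results filed as inactive read as strong as hits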
Target sequence (Q9P0U3 419-644 limits assumed): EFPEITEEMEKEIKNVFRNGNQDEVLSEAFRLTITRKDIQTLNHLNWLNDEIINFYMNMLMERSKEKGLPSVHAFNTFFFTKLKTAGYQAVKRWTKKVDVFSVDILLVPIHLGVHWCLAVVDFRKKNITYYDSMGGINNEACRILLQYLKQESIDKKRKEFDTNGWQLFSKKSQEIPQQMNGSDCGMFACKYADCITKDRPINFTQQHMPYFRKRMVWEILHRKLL
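Test system: recombinant human SENP1 catalytic domain, His6-tagged / Medium: pH 8 Tris buffer with EDTA, NaCl, BME, BSA, NP40, catalase / Also added: SUMO1 FRET substrate flanked by Cypet and Ypet, 25 nM / Times: 50 min reaction at room temperature / Signal: FRET, CFP and YFP emission / Control set: no-enzyme low control and enzyme-plus-DMSO high control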
ATG4B inh – ATG4B protease inhibitors, primary screen, biochemical, fluorescence, uHTS. Cysteine protease ATG4B (Homo sapiens), Q9Y4P1. hit rate 0.51% among 340,000. ATG4B cleavage of LC3-PLA2, NBD-HPC fluorescence, 1 h. inhibition, % at 8.33 µM; in the data active = inhibition above about 40%
Target sequence (Q9Y4P1 whole entry, looked up): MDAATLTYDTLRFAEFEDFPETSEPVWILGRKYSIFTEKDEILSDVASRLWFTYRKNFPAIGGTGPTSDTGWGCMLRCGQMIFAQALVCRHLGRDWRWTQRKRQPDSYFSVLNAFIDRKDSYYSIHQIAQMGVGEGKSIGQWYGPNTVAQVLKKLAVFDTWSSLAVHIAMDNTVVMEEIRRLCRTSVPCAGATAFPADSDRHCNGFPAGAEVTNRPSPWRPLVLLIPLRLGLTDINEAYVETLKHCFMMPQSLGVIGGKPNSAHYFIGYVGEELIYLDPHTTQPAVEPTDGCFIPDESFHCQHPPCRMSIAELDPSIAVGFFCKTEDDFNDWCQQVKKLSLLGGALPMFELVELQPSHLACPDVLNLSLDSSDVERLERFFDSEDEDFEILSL
MPTP block – mitochondrial permeability transition pore inhibitors, primary screen, biochemical, isolated mouse mitochondria, absorbance; Ca2+ swelling absorbance, 30 min; AID 602449, 2012; hit rate 1.4% among 360,000; inhibition, % at 10 µM;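 active = inhibition of 50% or more, scaled per plate between neutral and stimulator controls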;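 note: 0% = DMSO wells given calcium and 100% = 1 mM EGTA wells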
SENP8 inh – human SENP8 protease inhibitors, primary screen, biochemical, fluorescence, Nedd8 protein substrate, uHTS; Sentrin-specific protease 8 (Homo sapiens), Q96LD8; recombinant SENP8; hit rate 0.64% among 360,000; inhibition, % at 20 µM; AID 602440, 2012; in the data active = inhibition mostly above about 40%, no sharp cut-off; inactive = mostly below about 27%
Target sequence (Q96LD8 whole entry, looked up): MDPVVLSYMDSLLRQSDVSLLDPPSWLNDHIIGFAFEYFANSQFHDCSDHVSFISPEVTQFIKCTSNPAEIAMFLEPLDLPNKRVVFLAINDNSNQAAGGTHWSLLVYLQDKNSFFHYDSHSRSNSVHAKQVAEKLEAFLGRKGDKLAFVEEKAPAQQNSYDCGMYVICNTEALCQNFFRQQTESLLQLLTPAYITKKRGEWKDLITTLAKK
PfG6PD inh – PfG6PD enzyme inhibitors, primary screen, biochemical, fluorescence intensity, uHTS; inhibition, % at 20 µM; glucose-6-phosphate dehydrogenase-6-phosphogluconolactonase (Plasmodium falciparum 3D7); hit rate 0.78% among 350,000; PfGluPho enzyme, NADPH resazurin-diaphorase fluorescence;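 active = inhibition reaching at least a set limit at 20 µM in the primary screen, cut at about 59% in these data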;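 note: 0% = DMSO wells with substrate and 100% = DMSO wells lacking glucose-6-phosphate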
SENP6 inh – SENP6 protease inhibitors, primary screen, biochemical, luminescence, uHTS. AID 2599, 2010. inhibition, % at 10 µM. Sentrin-specific protease 6 (Homo sapiens), Q9GZR1. hit rate 1.8% among 330,000. Recombinant SENP6 catalytic domain, aminoluciferin luminescence;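 active = inhibition above about 50% at the single tested dose, limit read from the data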;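 note: plate controls were DMSO wells with enzyme for no effect and DMSO wells lacking enzyme for full effect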
hIAP act – human IAP activators, primary screen, biochemical, luminescence, uHTS | hit rate 0.16% among 330,000 | purified human IAP, CDP-Star luminescence, 30 min; active compounds read high; 1 = vehicle-only enzyme, 0 = enzyme-free background | activation factor at 10 µM;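 active = activation factor of the enzyme at least 2-fold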; note: the source names both 10 and 20 µM as test concentration; values of inactives mirror those of a sister screen read the other way
* hit, by the source's call; / = not tested or not shown. No enrichment for hits; any-hit rate near 6.7%.

SMILES	GRIN3A LBD mod	SENP1 FRET inh	ATG4B inh	MPTP block	SENP8 inh	PfG6PD inh	SENP6 inh	hIAP act
Fc1cccc(NC(=S)Nc2ccc(Br)cc2)c1	27.3*	-1.1	1.1	110.2*	20.0	-3.1	14.7	0.844
Cc1nc(SCC(=O)NCc2ccccc2)c2c(=O)n(C)c(=O)n(C)c2n1	0.6	-1.5	15.0	-0.2	3.8	-7.0	-4.4	0.942
CCCN1C(=O)/C(=C/c2ccc(C)o2)SC1=Nc1ccc(OCC)cc1	-1.4	-3.9	1.7	-9.5	19.9	17.3	-9.3	0.914
Cc1ccc(-n2c(=O)cc(N3CC(C)CC(C)C3)[nH]c2=O)cc1 (configuration not stated)	1.5	0.2	9.8	0.0	14.5	-3.1	0.4	0.957
CCOC(=O)c1nn(-c2ccccc2)c(=O)cc1SC(C)CC (configuration not stated)	2.4	-1.5	0.8	-2.7	2.2	-20.8	6.3	1.39
O=C(OCc1cccc([N+](=O)[O-])c1)c1ccc[nH]c1=O	-0.1	1.9	0.3	-2.0	13.9	-6.4	-28.8	0.838
COc1ccc(Br)cc1CN(C)CC(=O)NCc1ccc(F)cc1	-0.1	1.9	6.9	0.4	22.3	-10.2	-1.4	1.01
CCOc1ccc(S(=O)(=O)N(C)c2ccc(OCC(=O)OCc3c(C)noc3C)cc2)cc1	-4.1	0.2	-6.3	1.0	17.5	14.1	-14.9	1.16
Cc1cc(C)n2nc(Nc3ccccc3)cc2n1	0.4	-17.9	-13.1	-0.1	-245.0	45.3	0.8	0.914
Cc1nnc(SCC(=O)Nc2c(Cl)cccc2Cl)n(N)c1=O	-0.4	2.4	-4.5	-1.0	11.6	-9.8	-11.6	0.869
COc1ccc(C)cc1NC(=O)C(CCS(C)(=O)=O)NC(C)=O (configuration not stated)	-2.5	1.0	-1.5	-1.8	0.8	-9.0	-5.8	1.04
CCCSc1nc(N)c(C#N)c(-c2ccc(C)cc2)c1C#N	-3.1	0.2	9.1	-0.2	-99.4	29.1	-17.0	1.24
COc1ccc(-c2coc3cc(OC4OC(CO)C(O)C(O)C4O)ccc3c2=O)cc1 (configuration not stated)	-1.1	2.3	2.5	0.4	10.6	-7.4	9.9	0.941
CC(=O)c1sc(Nc2nc3cc4c(cc3s2)OCO4)nc1C	4.5	-33.4	-11.2	-0.3	-414.3	10.2	/	/
CC1=NN(c2cc(Cl)c(S(=O)(=O)O)cc2Cl)C(=O)C1	0.8	2.5	1.0	-1.2	65.9*	0.6	/	/
CCOC(=O)C1(CC2CCCCO2)CCN(Cc2nccn2-c2cccc(C)c2)CC1 (configuration not stated)	-1.2	-0.9	18.0	-1.5	-0.1	-4.5	7.7	0.835
CCCCNc1c(NC(C)=O)c(=O)oc2ccccc12	-2.7	-0.3	0.8	-0.4	7.8	-6.0	-11.8	0.984
CC(C)=C1C2C=CC1C(C(=O)Nc1cc(C)ccc1C)C2C(=O)O (configuration not stated)	-1.0	1.6	2.0	0.7	9.0	-16.3	-18.4	1.1
O=C(CN1C(=O)c2ccccc2C1=O)NCC(=O)OCC(=O)c1ccc(Cl)cc1	-1.5	0.5	-9.9	-1.3	15.7	-7.9	-4.0	1.19
CCCOc1ccc(C(=O)OCC(=O)c2c(N)n(C)c(=O)n(C)c2=O)cc1OCC	-0.9	0.8	8.7	-0.8	8.3	-18.1	-11.8	1.05
CN(C)C(=O)COn1c(SCC(=O)N(C)C)nc2ccccc2c1=O	-1.7	2.0	-7.5	0.6	3.2	-4.6	-3.7	0.988
CC1(C)Cc2c(C#N)c(SCC(=O)c3ccccc3)nc(N3CCOCC3)c2CS1	2.1	-3.8	-2.8	-2.1	-18.1	31.0	-11.9	0.913
Nc1c(S(=O)(=O)c2ccccc2)csc1C(=O)O	1.7	-0.6	2.8	-0.2	-39.4	-22.8	1.7	0.949
CC1CCN(C(=O)COC(=O)Cn2cnc3c2c(=O)n(C)c(=O)n3C)CC1	0.8	0.9	1.4	-1.5	24.6	-8.9	-8.0	1.12
O=C(CCSCc1ccccc1)Nc1ccc2c(c1)OCCO2	-3.5	-0.1	-0.6	0.9	-0.1	12.9	-14.2	1.07
O=C(CSc1nnc2ccccn12)NC(=O)c1ccccc1Cl	-0.2	0.2	0.2	-2.4	-22.7	0.6	-12.9	1.05
COc1ccc(C(=O)N2CCC(C(=O)N3CCN(Cc4ccccc4)CC3)CC2)cc1	4.6	-0.5	6.3	0.8	3.0	-1.9	-17.8	1.16
Cc1ccc(-c2cn(S(=O)(=O)c3ccc(C)cc3)nc2N)cc1	2.8	3.5	-9.7	0.7	4.0	-4.8	0.4	0.957
COc1cccc(-c2nn(-c3ccccc3)cc2CN(C)Cc2ccon2)c1	-1.8	0.3	23.4	-1.2	14.6	-0.9	-8.9	1.11
Cc1ccccc1-n1ncc2c1CC(C)(C)CC2NC(=O)CCC1=NNC(=O)CC1 (configuration not stated)	-1.4	3.3	7.8	0.6	7.9	-9.8	6.0	1.1

The last 2 records of the part above are carried over, then new ones follow:
SMILES	GRIN3A LBD mod	SENP1 FRET inh	ATG4B inh	MPTP block	SENP8 inh	PfG6PD inh	SENP6 inh	hIAP act
COc1cccc(-c2nn(-c3ccccc3)cc2CN(C)Cc2ccon2)c1	-1.8	0.3	23.4	-1.2	14.6	-0.9	-8.9	1.11
Cc1ccccc1-n1ncc2c1CC(C)(C)CC2NC(=O)CCC1=NNC(=O)CC1 (configuration not stated)	-1.4	3.3	7.8	0.6	7.9	-9.8	6.0	1.1
COc1ccc(NC(=O)C(Br)C(C)C)cc1 (configuration not stated)	-1.6	1.1	-9.6	-1.1	16.7	-1.9	17.7	0.915
Cc1nc2ccccn2c1C(=O)NC1CCCCC1	5.2	1.2	-14.5	-2.1	3.0	-16.3	-23.2	1.08
COc1ccc(NS(=O)(=O)c2ccc(-c3n[nH]c(=S)n3Cc3ccccc3)cc2)cc1	-3.9	1.9	4.4	2.9	-8.6	23.6	-19.7	0.797
CCN(C(=O)CN1CCc2ccccc21)c1c(N)n(Cc2ccccc2)c(=O)[nH]c1=O	2.6	-60.8	-1.0	0.5	-127.1	0.8	-10.9	1.02
COC(=O)C(Nc1ccccc1Cl)(c1cc(C)c(O)c(C)c1)C(F)(F)F (configuration not stated)	-8.8	2.0	-4.9	7.4	5.4	1.8	6.0	0.944
O=C(NCC1CCCO1)C(C(=O)c1ccc(F)cc1)n1ccccc1=O (configuration not stated)	-1.2	-1.2	4.8	3.3	18.8	-0.5	-11.6	0.98
CN1CCN(CC#CCC(O)(c2ccccc2)c2ccccc2)CC1	1.2	2.2	-2.7	2.0	10.6	-5.5	1.3	0.944
CC(C)CCNC(=O)Cn1c2c(c(-c3ccccc3Cl)cc1=O)CCC2	-1.6	-4.3	-6.0	0.8	-378.9	17.6	14.8	1
O=C(NCCCn1ccnc1)c1nc(Cn2cc([N+](=O)[O-])cn2)no1	-1.2	1.8	5.5	-0.3	5.8	-1.1	-15.1	1.07
Cc1ccc(NC(=O)Cn2c(=O)n(Cc3ccco3)c(=O)c3ccccc32)c(C)c1	-2.5	-0.1	-10.6	-1.0	7.8	-10.2	-2.7	1.1
O=C(NCc1ccc(OC(F)(F)F)cc1)C1CC2Cn3c(nc4ccccc43)C2N1Cc1ccccc1 (configuration not stated)	-14.0	-2.1	-11.8	-2.0	15.4	21.1	-0.4	0.953
CC(=O)Nc1ccc(Cc2ccncc2)cc1	0.5	0.0	-10.6	-2.2	25.2	-10.5	-22.3	1.1
COc1ccc(C(c2sc3nc(C)nn3c2O)N2CCC3(CC2)OCCO3)cc1 (configuration not stated)	-0.8	3.6	-1.5	-2.2	24.6	-18.6	-26.5	0.965
CCN(CC(=O)Nc1ccc2c(c1)OCCO2)S(=O)(=O)c1ccccc1	0.2	-0.2	2.5	0.4	1.2	2.3	3.9	1.2
CS(=O)(=O)c1ccc(Cl)c(NC(=O)COC(=O)CCN2C(=O)C3CC=CCC3C2=O)c1 (configuration not stated)	-0.8	-1.1	0.3	-0.4	6.7	-4.0	/	/
CCn1c(O)c(C=NC2CCCC(C)C2C)sc1=S (configuration not stated)	-2.3	1.9	14.8	13.6	8.4	56.1	4.9	1.07
C=C(C)COc1ccc2oc(C)c(C(=O)OCCOC)c2c1	3.4	1.6	-0.1	8.3	8.1	-0.2	-11.3	1.04
COc1ccc(-c2nc(-c3cccc(C)c3)nc(N3CCN(C)CC3)c2C#N)cc1	-6.8	0.7	1.7	91.0*	13.1	-3.1	-18.0	1.15
CC(=O)c1sccc1NC(=O)CC(C)(C)CC(=O)O	-0.1	1.8	3.0	0.8	6.9	-13.3	-11.1	0.889
COC(=O)c1ccc(S(=O)(=O)c2ccc([N+](=O)[O-])cc2)cc1	2.0	0.2	-3.4	0.7	30.7	-8.0	11.0	0.892

Of the compounds above, these have a COOH group.
SMILES	GRIN3A LBD mod	SENP1 FRET inh	ATG4B inh	MPTP block	SENP8 inh	PfG6PD inh	SENP6 inh	hIAP act
CC(C)=C1C2C=CC1C(C(=O)Nc1cc(C)ccc1C)C2C(=O)O (configuration not stated)	-1.0	1.6	2.0	0.7	9.0	-16.3	-18.4	1.1
Nc1c(S(=O)(=O)c2ccccc2)csc1C(=O)O	1.7	-0.6	2.8	-0.2	-39.4	-22.8	1.7	0.949
CC(=O)c1sccc1NC(=O)CC(C)(C)CC(=O)O	-0.1	1.8	3.0	0.8	6.9	-13.3	-11.1	0.889

Remaining list, next part
SMILES	GRIN3A LBD mod	SENP1 FRET inh	ATG4B inh	MPTP block	SENP8 inh	PfG6PD inh	SENP6 inh	hIAP act
CC(=O)c1cccc(NC(=O)C(=O)Nc2cccc3ccccc23)c1	62.0*	0.2	1.5	-0.8	7.2	-9.0	2.0	1.04
O=C(CCC1CCCCC1)NCCS(=O)(=O)N1CCN(c2ccccc2F)CC1	1.7	-0.4	-6.2	-0.1	5.5	-15.3	-19.2	1
O=C(COC(=O)c1ccccn1)NCc1ccccc1	-2.1	2.1	-6.8	-0.4	5.0	-1.2	2.0	0.805
Cc1ccc(NC(=O)COC(=O)CCC(=O)c2cccs2)cc1C	2.4	5.7	-9.9	0.2	-3.4	5.9	-4.7	0.986
O=C(O)C1CC=CCC1C(=O)Nc1cccc(F)c1 (configuration not stated)	0.8	2.7	-1.5	0.5	2.7	-14.1	-10.4	1.22
CCOC(=O)N1CCN(C(=O)C2CCCCC2)CC1	-2.7	1.9	-8.0	0.1	17.8	-0.8	10.1	0.999
COc1ccc(-c2nnc(NC(=O)c3ccc(F)cc3)o2)cc1	-1.8	3.1	2.1	-3.0	3.8	-18.8	5.0	1.04
O=C(O)C1CC=CCC1C(=O)NCc1ccccc1 (configuration not stated)	0.6	-0.4	13.2	-2.2	-6.4	4.3	4.3	0.867
COC(=O)C1=C(N)Oc2cc(C)n(CCc3ccccc3)c(=O)c2C1c1cccnc1 (configuration not stated)	-2.9	-2.2	-18.1	-0.7	-6.1	2.5	-9.8	0.985
CCN(C(=O)c1ccc2c(c1)OCO2)C1CCS(=O)(=O)C1 (configuration not stated)	1.3	1.1	-1.6	-0.6	5.7	1.2	0.3	1.12
O=C(COc1ccc2ccccc2c1)NNC(=O)Cc1cccc2ccccc12	-11.8	0.5	-18.7	-1.5	7.0	-15.9	-9.7	1.01
COc1ccc(N(CC(=O)NC2CCCC2)C(=O)c2ccc(C)s2)c(OC)c1	-3.1	0.9	1.6	-0.8	4.6	-9.0	34.2	0.911
Cc1nn(-c2ccc(F)cc2F)c(=O)c2noc(C)c12	0.3	0.2	-11.8	0.6	15.7	6.2	-7.5	0.785
